# From PubChem
# KRASV12 cytotoxicity = viability loss of HPDE-C7K cells – cell-based, fluorescence, HTS, primary screen (AID 431); cytotoxicity, % at 10 µM, or EC50 in µM where a hit was titrated; 1.7% of 63,000 active; HPDE-C7K KRASV12 cells, Alamar Blue viability, 48 h; higher % means a stronger effect;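 active = compounds whose percent cytotoxicity in the single-dose primary screen, scaled between solvent and toxic-drug controls, exceeds 50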;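 also: 0% = DMSO solvent wells and 100% = doxorubicin-treated wells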
# PMK inhibit = blocks S. pneumoniae phosphomevalonate kinase; purified PMK, PK/LDH-coupled NADH absorbance 340 nm; inhibition, % at 10 µM; 0.49% of 65,000 active;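 active = top-ranked compounds by inhibition in the single 10 µM screen, taking a fixed number of the strongest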;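 also: 0% = full reaction with DMSO carrier and 100% = background rate without enzyme reaction; no value below 0 was filed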
# HT1080 viability = HT1080 cell viability loss – fluorescence readout (AID 620) | HT1080 viability, fluorescence; higher % means a stronger effect | cytotoxicity, % at 10 µM; hits with a dose series show EC50 in µM | 0.42% of 87,000 active;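 also: cells exposed to compound overnight then 4 h with Alamar Blue; 0% = vehicle DMSO and 100% = killing control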
# LYP phosphatase = LYP phosphatase inhibitors, primary screen, biochemical, DiFMUP fluorescence, recombinant catalytic domain, 10 µM (AID 606) | recombinant LYP catalytic domain, DiFMUP fluorescence; higher % means a stronger effect | inhibition, % at 10 µM; hits with a dose series show IC50 in µM | 52,000 tested, under 10 active;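 active = IC50 under 40 µM in the dose-response test; inactive = IC50 of 40 µM or more, or never dose-tested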
# HPDE-C7 viability = cytotoxicity in HPDE-C7 cells, cell-based, fluorescence, HTS (AID 430); HPDE-C7 pancreatic duct cells viability, fluorescence; higher % means a stronger effect; cytotoxicity, % at 10 µM, or EC50 in µM where a hit was titrated; 1.8% of 63,000 active;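 also: cells exposed to compound for 48 hours before viability readout; 0% = vehicle and 100% = reference cytotoxic drug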
# Bfl-1 displacement = Bfl-1 inhibitors, primary screen, biochemical, fluorescence polarization, FITC-Bid, mouse (AID 432); displacement, % at 20 µM, or IC50 in µM where a hit was titrated; FITC-Bid BH3 peptide fluorescence polarization displacement; higher % means a stronger effect; 0.02% of 64,000 active; in the data active = a potency from the dose series; inactive = the rest, 99 in 100 with displacement below about 15%; also: strong numbers were not always called active
# DPM-DC inhibit = blocks S. pneumoniae diphosphomevalonate decarboxylase. AID 556. calls only at 10 µM. 0.49% of 65,000 active. purified DPM-DC, PK/LDH coupled NADH fluorescence;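 active = the 320 compounds with the highest percent inhibition in the single-dose primary screen, excluding strongly autofluorescent ones, cut at about 32% in these data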;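 also: kinetic rate of NADH fluorescence loss reporting ADP formed by the decarboxylase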
# Alkaline phosphatase = human TNAP enzyme inhibitors, biochemical, luminescent (AID 518); purified TNAP enzyme, luminescent substrate readout; higher % means a stronger effect; inhibition, % at 20 µM; hits with a dose series show IC50 in µM; 0.09% of 64,000 active; in the data active = a potency from the dose series; inactive = the rest, 99 in 100 with inhibition below about 22%;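 also: plate controls were vehicle for no effect and reference inhibitor for full effect; many of its hits are not listed in these tables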
# Spn MK inh = blocks S. pneumoniae mevalonate kinase. AID 555. 0.48% of 65,000 active. purified MK, PK/LDH-coupled NADH absorbance 340 nm. inhibition, % at 10 µM;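 active = ranked among the strongest by inhibition in the single 10 µM screen, a fixed top-ranked set picked for dose follow-up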; also: no value below 0 was filed
# PMK inhibit pilot replicates = also measured in PMK inhibit; calls as there; inhibition, %; measured here: pilot screen replicates
# Spn MK inh pilot replicates = recorded beside Spn MK inh, whose call it bears; inhibition, %; measured here: pilot screen replicates
# DPM-DC inhibit pilot screen % = recorded beside DPM-DC inhibit, whose call it bears; inhibition, %; measured here: pilot screen trials
# * = called active by the depositor; i = inactive; · = not tested or not shown. Rule as the data show it, unless noted: active = cytotoxicity above about 50%; inactive = the rest.
SMILES,KRASV12 cytotoxicity,PMK inhibit,HT1080 viability,LYP phosphatase,HPDE-C7 viability,Bfl-1 displacement,DPM-DC inhibit,Alkaline phosphatase,Spn MK inh,others
O=C(NCc1ccccn1)C1CCN(S(=O)(=O)N2CCCCC2)CC1,-2.9%,7.0,5.0%,·,-0.1%,2.1%,i,3.2%,0.0,
Cn1c(=O)cc(OCCCC(=O)Nc2ccc3c(c2)OCCO3)c2ccccc21,12.8%,17.0,-7.4%,-0.4%,7.3%,0.6%,i,22.5%,0.0,PMK inhibit pilot replicates=4.5;Spn MK inh pilot replicates=1.5;DPM-DC inhibit pilot screen %=0.0
COc1ccc(-c2nnn(CC(=O)Nc3sc4c(c3C#N)CCCC4)n2)cc1,-17.8%,14.0,-5.2%,7.6%,-21.6%,-6.4%,i,8.4%,0.0,
COc1ccc(Cl)cc1N(CC(=O)Nc1ccc2c(c1)OCCO2)S(C)(=O)=O,-4.5%,23.0,-8.7%,·,-3.8%,-0.7%,i,5.2%,13.0,
COC(=O)c1sc(NC(=O)c2ccc(OC)cc2OC)nc1C,1.6%,2.0,-4.6%,-7.9%,-3.3%,-5.1%,i,7.1%,3.0,
O=C(O)C(O)c1ccco1 (configuration not stated),-0.2%,0.0,4.8%,·,4.1%,17.3%,i,6.6%,·,
CCCCNC(=O)c1c[nH]c2ccc(S(=O)(=O)Nc3ccc(OCC)cc3)cc2c1=O,-1.1%,3.0,-3.3%,7.5%,-10.8%,3.8%,i,6.6%,0.0,
N#Cc1c(N)c(C(=O)c2ccc(Br)cc2)n2c1CCC2,-9.9%,10.0,-2.9%,-1.9%,-1.5%,-3.9%,i,5.6%,19.0,
Cc1ccc2nc(S(=O)(=O)O)[nH]c2c1,-9.8%,9.0,-0.2%,1.2%,-10.9%,-2.8%,i,10.8%,8.0,
COc1ccc(S(=O)(=O)N(C)C2CCN(C)CC2)cc1,-4.5%,0.0,-6.6%,4.0%,-7.9%,-1.8%,i,13.7%,1.0,PMK inhibit pilot replicates=2.5;Spn MK inh pilot replicates=1.0;DPM-DC inhibit pilot screen %=3.5
CC(C(=O)NCc1ccco1)n1nc(-c2ccccc2)c2cc(Cl)ccc21 (configuration not stated),-4.7%,0.0,-5.4%,6.7%,4.0%,2.2%,i,5.3%,8.0,
COC(=O)c1ccccc1NC(=O)C1CCN(C(=O)c2cc(OC)cc(OC)c2)CC1,-2.7%,0.0,1.1%,15.1%,-3.5%,-5.3%,i,5.4%,2.0,
O=C(Nc1nccs1)c1ccc(S(=O)(=O)c2ccccc2)cc1,1.9%,0.0,-0.3%,9.2%,-6.8%,5.7%,i,7.3%,6.0,
CCCCC(=O)N1CC2(C)CN(C(=O)CCCC)CC(C)(C1)C2=O,6.3%,17.0,13.7%,9.6%,1.1%,-7.7%,i,5.8%,10.0,
COC(=O)c1cc(O)c(OCc2ccccc2)c(O)c1,1.8%,18.0,29.7%,2.5%,8.6%,-4.3%,i,11.9%,8.0,PMK inhibit pilot replicates=0.0;Spn MK inh pilot replicates=3.0;DPM-DC inhibit pilot screen %=0.0
CC1CCN(c2nc(-c3ccccc3)c(C#N)c(=O)[nH]2)CC1,0.7%,4.0,3.2%,4.3%,-8.2%,-4.1%,i,11.5%,22.0,
O=C(Cn1cnc2c(cnn2-c2ccccc2)c1=O)N1CCOCC1,-2.0%,11.0,3.0%,-7.3%,-8.6%,-4.8%,i,6.4%,6.0,
CS(=O)(=O)c1ccc2nc(NC(=O)Cc3ccccc3)sc2c1,2.6%,2.0,-0.5%,·,0.9%,-8.9%,i,2.2%,0.0,
Cc1cc(C(=O)N(C)CC(=O)Nc2ccccc2C(F)(F)F)c(C)o1,1.5%,0.0,1.7%,·,2.6%,-2.8%,i,5.7%,3.0,
Cc1cc(C(=O)COc2ncnc3sccc23)c(C)n1C,20.0%,15.0,1.5%,3.5%,16.1%,4.8%,i,5.2%,0.0,
CCCCCn1c(Sc2nc3ccccc3s2)nc2c1c(=O)[nH]c(=O)n2C,8.7%,9.0,-1.5%,-4.3%,8.8%,-6.3%,i,8.0%,9.0,
CCOC(=O)c1cc2c(ccn2-c2ccc(F)cc2)n1CC(=O)N1CCN(C(=O)c2ccco2)CC1,-10.7%,4.0,5.2%,·,-19.6%,-5.4%,i,9.5%,10.0,
CN1CCC(N(C)CC(=O)Nc2cccc(Oc3ccccc3)c2)CC1,-2.0%,11.0,-4.5%,0.6%,2.5%,-5.2%,i,3.5%,15.0,
O=C(CSc1nnc(Nc2ccccc2)s1)NCc1ccco1,-1.8%,12.0,-2.8%,5.1%,7.2%,-2.0%,i,13.3%,1.0,
CC1CC(C)CN(S(=O)(=O)c2ccc(C(=O)NCCCn3ccnc3)cc2)C1 (configuration not stated),15.8%,11.0,-1.8%,11.8%,14.3%,0.1%,i,-0.4%,3.0,
CC(C)CCCNc1nc(N2CCOCC2)nc(N2CCOCC2)n1,2.1%,4.0,-8.1%,-0.7%,1.2%,1.9%,i,5.5%,12.0,
O=C(NCCCNC1CCCCC1)c1ccc(/C=N/O)nc1,15.1%,14.0,35.3%,17.6%,9.1%,0.7%,i,19.5%,0.0,PMK inhibit pilot replicates=3.0;Spn MK inh pilot replicates=1.5;DPM-DC inhibit pilot screen %=4.5
Cc1ccccc1C(=O)Nc1c(C(=O)N2CCCC2)cnn1-c1ccccc1,-8.9%,12.0,-13.3%,14.7%,-4.5%,6.0%,i,16.6%,0.0,PMK inhibit pilot replicates=1.5;Spn MK inh pilot replicates=0.0;DPM-DC inhibit pilot screen %=0.0
CC(=O)NCCc1csc(-c2ccccc2)n1,·,9.0,27.7%,-5.7%,·,·,i,·,4.0,
CCOc1nc(C#N)nc(N2CCCCC2)n1,-14.7%,4.0,1.8%,14.9%,3.3%,2.6%,i,1.0%,0.0,
Cc1cccc(Cn2c(=O)c3c(nc4n3CCCN4Cc3ccccc3)n(C)c2=O)c1,28.4%,8.0,-1.5%,12.1%,11.7%,-5.9%,i,5.3%,7.0,
COc1ccc(-c2nnn(CC(=O)N(Cc3cccs3)C(C)C(=O)NC3CCCC3)n2)cc1OC (configuration not stated),2.6%,12.0,-8.2%,6.6%,-5.0%,-4.0%,i,2.3%,9.0,
CCC(c1nnnn1CCc1ccccc1)N(Cc1ccco1)Cc1cc2c(C)ccc(C)c2[nH]c1=O (configuration not stated),38.2%,15.0,-13.5%,2.7%,4.0%,-13.9%,i,5.6%,7.0,
O=S(=O)(c1ccc2ccccc2c1)N1CCCCC1,5.8%,0.0,-7.9%,-3.9%,-5.5%,-2.8%,i,19.4%,6.0,PMK inhibit pilot replicates=0.5;Spn MK inh pilot replicates=0.0;DPM-DC inhibit pilot screen %=0.0
Cn1c(SCC(=O)OC2CCCCC2)nnc1-c1ccc(S(=O)(=O)N2CCCC2)cc1,-4.4%,12.0,-1.0%,-7.0%,-10.1%,-8.0%,i,9.8%,11.0,
CC1CCN(CCCNC(=O)CN2CCN(Cc3ccc(Cl)cc3)C2=O)CC1,5.8%,0.0,-1.7%,-2.5%,4.3%,2.3%,i,11.3%,5.0,
COc1cc2c(cc1OC)C(C(=O)N1CCOCC1)C(c1cccs1)N(C)C2=O (configuration not stated),-1.7%,8.0,-2.1%,2.9%,-0.2%,4.1%,i,1.8%,2.0,
COC(=O)CSc1nc2c(c(-c3ccc(C)o3)c1C#N)CCCC2,34.7%,0.0,-20.3%,12.1%,26.9%,-5.2%,i,10.7%,14.0,
CC1(C(=O)N(CC(=O)NC2CCCC2)C2CCCC2)CC(=O)N=C2C=CC=CN21 (configuration not stated),8.5%,8.0,-2.5%,13.4%,5.1%,-1.3%,·,5.4%,5.0,
O=C(O)CN1C(=O)c2cccc(Oc3ccc(Cl)cc3)c2C1=O,-0.5%,7.0,2.7%,0.5%,1.6%,-1.4%,i,16.4%,14.0,

# Random excerpt: four entries already listed, in no set order.
SMILES,KRASV12 cytotoxicity,PMK inhibit,HT1080 viability,LYP phosphatase,HPDE-C7 viability,Bfl-1 displacement,DPM-DC inhibit,Alkaline phosphatase,Spn MK inh,others
CC1CCN(CCCNC(=O)CN2CCN(Cc3ccc(Cl)cc3)C2=O)CC1,5.8%,0.0,-1.7%,-2.5%,4.3%,2.3%,i,11.3%,5.0,
Cc1cccc(Cn2c(=O)c3c(nc4n3CCCN4Cc3ccccc3)n(C)c2=O)c1,28.4%,8.0,-1.5%,12.1%,11.7%,-5.9%,i,5.3%,7.0,
O=C(O)CN1C(=O)c2cccc(Oc3ccc(Cl)cc3)c2C1=O,-0.5%,7.0,2.7%,0.5%,1.6%,-1.4%,i,16.4%,14.0,
Cn1c(SCC(=O)OC2CCCCC2)nnc1-c1ccc(S(=O)(=O)N2CCCC2)cc1,-4.4%,12.0,-1.0%,-7.0%,-10.1%,-8.0%,i,9.8%,11.0,

# Following part
SMILES,KRASV12 cytotoxicity,PMK inhibit,HT1080 viability,LYP phosphatase,HPDE-C7 viability,Bfl-1 displacement,DPM-DC inhibit,Alkaline phosphatase,Spn MK inh,others
OC1C=CSc2nc3ccccc3n21 (configuration not stated),-17.8%,2.0,0.9%,8.4%,-15.3%,-2.9%,i,8.2%,5.0,PMK inhibit pilot replicates=3.0;Spn MK inh pilot replicates=2.5;DPM-DC inhibit pilot screen %=3.0
CSc1nc2nc(C)cc(-c3ccccc3)n2n1,-6.4%,1.0,-2.8%,11.3%,-10.4%,5.2%,i,5.4%,10.0,
Cc1ccc(NC(=O)NC(=O)CN2C(=O)NC3(CCCCCCC3)C2=O)c(C)c1,5.9%,20.0,-4.4%,9.6%,-3.2%,-6.4%,i,-0.2%,5.0,
CCn1c(CNc2ccc(Cl)cc2)nnc1SCC(=O)NCc1ccccc1,-24.7%,13.0,-11.2%,4.9%,-26.1%,-5.8%,i,0.3%,7.0,
Cc1nn2c(-c3cccc(NC(=O)CN4CCOCC4)c3)nnc2c2ccccc12,·,0.0,-2.7%,12.7%,·,·,i,·,1.0,
NC(=O)c1c(NC(=O)CN2C(=O)CCC2=O)sc2c1CCCCC2,2.8%,11.0,13.8%,17.3%,-4.3%,-1.0%,i,-2.3%,0.0,
CCCOc1ccc(C2C(C(=O)c3ccc(C)o3)=C(O)C(=O)N2CCN2CCOCC2)cc1OC (configuration not stated),-23.8%,10.0,-0.5%,-11.4%,-5.0%,-1.1%,i,11.2%,10.0,
Cc1cc(N2CCOCC2)cc(C)[n+]1[O-],-18.5%,17.0,-0.7%,-3.6%,-25.9%,-9.0%,i,6.4%,17.0,
CCN(CCCNC(=O)c1ccc(N2CCCC2=O)cc1)c1cccc(C)c1,3.9%,11.0,0.3%,·,2.7%,-0.3%,i,10.4%,0.0,
COc1ccc(C(=O)N2CCN(c3ccc(C)c(C)c3)CC2)cc1OC,0.5%,0.0,-7.7%,-0.9%,-3.1%,2.0%,i,-1.0%,0.0,
Cc1ccc(OC(=O)CCC(=O)OCCCC(F)(F)C(F)(F)F)cc1,1.7%,0.0,2.4%,-3.6%,-12.8%,-2.4%,i,14.4%,7.0,PMK inhibit pilot replicates=2.5;Spn MK inh pilot replicates=0.0;DPM-DC inhibit pilot screen %=0.0
